GlmU inhibition = inhibition of mycobacterial GlmU enzyme – biochemical, glucosamine-1-phosphate acetyltransferase (AID 1376) | M. tuberculosis GlmU acetyltransferase enzyme assay; higher % means a stronger effect | inhibition, %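 (tested at 30 µM in the primary screen)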, or IC50 in µM where a hit was titrated | 220,000 compounds, 0.25% hits; in the data active = inhibition above about 13%; inconclusive = no clear call, values can overlap the other calls;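 note: 0% = complete reaction with vehicle and 100% = reaction without substrate; strong numbers were not always called active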
RmlCD inh 1536 = M. tuberculosis RmlC/RmlD inhibition; 160,000 compounds, 0.03% hits; P9WH09+P9WH11; RmlC+RmlD coupled enzyme assay, percent inhibition; primary screen in compound mixtures; inhibition, % at 3.6 µM; in the data active = inhibition mostly above about 34%, no sharp cut-off; inconclusive = no clear call, values can overlap the other calls; inactive = mostly below about 22%; note: some results filed as inactive read as strong as hits
Target sequence (P9WH09 whole entry, looked up): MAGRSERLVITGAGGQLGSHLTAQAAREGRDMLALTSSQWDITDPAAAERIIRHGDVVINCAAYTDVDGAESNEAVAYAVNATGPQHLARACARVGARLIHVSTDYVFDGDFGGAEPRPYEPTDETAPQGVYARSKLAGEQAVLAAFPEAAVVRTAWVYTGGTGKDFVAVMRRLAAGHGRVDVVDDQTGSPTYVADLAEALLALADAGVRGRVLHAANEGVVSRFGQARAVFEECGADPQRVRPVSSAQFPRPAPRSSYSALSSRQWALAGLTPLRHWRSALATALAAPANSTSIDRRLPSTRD
Target sequence (P9WH11 whole entry, looked up): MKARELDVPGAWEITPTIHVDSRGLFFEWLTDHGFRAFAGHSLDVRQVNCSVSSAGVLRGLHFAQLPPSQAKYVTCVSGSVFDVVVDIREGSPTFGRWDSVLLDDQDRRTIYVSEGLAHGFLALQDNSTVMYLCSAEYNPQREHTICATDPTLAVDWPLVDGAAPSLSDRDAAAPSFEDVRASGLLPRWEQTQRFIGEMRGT
* hit, by the source's call. These rows are one share of the data (hit frequency here may not be typical).

O=C(c1cccs1)N(Cc1ccccn1)Cc1ccco1 was read as GlmU inhibition -1.6% and RmlCD inh 1536 -5.
`COc1cc(S(=O)(=O)Nc2ccccc2C)ccc1Cl` gave GlmU inhibition -3.5% and RmlCD inh 1536 -7.
CCCCOc1ccc(C(O)(CC)CCN2CCOCC2)cc1 (stereo not given) was read as GlmU inhibition -1.4% and RmlCD inh 1536 -8.
c1ccc(CNc2ncnc3c2oc2ccccc23)nc1 was read as GlmU inhibition 4.3% and RmlCD inh 1536 -4.
Screening CNC(=S)N/N=C/c1ccc(OCC(=O)Nc2c(C)cc(C)cc2C)c(OC)c1 returned GlmU inhibition -1.8% and RmlCD inh 1536 18.
`CS(=O)(=O)Nc1ccc(Cc2noc(-c3ccc4[nH]cc(CCN)c4c3)n2)cc1` gave GlmU inhibition -3.1% and RmlCD inh 1536 -9.
For Cc1ccc(C)c(N2CCN(C(=O)CSc3ccsc3[N+](=O)[O-])CC2)c1 the results were GlmU inhibition 0.9% and RmlCD inh 1536 9.
CCOC(=O)c1cc(C)sc1NC(=O)C1CCC1 was read as GlmU inhibition 2.9%.
Cc1ccccc1OCC1Cc2c(nc(N)c(C#N)c2N)O1 (stereo not given) was read as GlmU inhibition -1.8% and RmlCD inh 1536 26.
Screening CN(CC(=O)Nc1ccc(F)c(F)c1F)C(=O)/C=C/c1ccc(Cl)cc1 returned GlmU inhibition -2.3% and RmlCD inh 1536 14.
For CCOc1ccccc1CNC(=O)Cn1c(=O)oc2ccccc21 the results were GlmU inhibition -2.2% and RmlCD inh 1536 -4.
Clc1nnc(N2CCCCC2)c2ccccc12 was read as GlmU inhibition -4.7% and RmlCD inh 1536 -71.
COCCNC(=S)N/N=C/c1ccc2c(c1)OCCO2 was read as GlmU inhibition 3.5% and RmlCD inh 1536 -7.
For CC(C(N)=O)N1CC(c2ccc(Cl)cc2)CC1=O (stereo not given) the results were GlmU inhibition 2.6% and RmlCD inh 1536 0.
Screening CC(C)(C)n1nc2c(c1NC(=O)Cc1ccccc1)CS(=O)(=O)C2 returned GlmU inhibition -0.6% and RmlCD inh 1536 -8.
Screening CCCC[N+](CC#Cc1ccccc1)(CCCC)CCCS(=O)(=O)[O-] returned GlmU inhibition -5.4% and RmlCD inh 1536 2.
Screening CCc1c(C2(O)CCCCC2)[nH]c2ccc(C#N)cc12 returned GlmU inhibition -1.0%.
For Cc1cccc(N2CCN(C(=O)c3ccoc3C)CC2)c1C the results were GlmU inhibition 0.7% and RmlCD inh 1536 6.
For Fc1ccc(-n2nnc(-c3ccnc4ccccc34)n2)cc1 the results were GlmU inhibition -1.9%.
Screening Cc1ccc(-c2csc(NC(=S)NC(=O)c3cc4ccccc4o3)n2)cc1 returned GlmU inhibition -1.8% and RmlCD inh 1536 -9.
`COc1cc(C(=O)NNC(=S)NC(=O)c2ccccc2C)cc(OC)c1OC` gave GlmU inhibition -2.1%.
COc1c(/C=N/Nc2nc(N3CCCCC3)nc(N3CCCCC3)n2)cccc1[N+](=O)[O-] was read as GlmU inhibition -0.9% and RmlCD inh 1536 4.
Screening O=C(Oc1cccnc1)c1cc(S(=O)(=O)N2CCOCC2)ccc1Cl returned GlmU inhibition -3.6% and RmlCD inh 1536 -3.
For Nc1nnc(-c2cccc(Cl)c2Cl)c(N)n1 the results were GlmU inhibition 1.4% and RmlCD inh 1536 2.
For COC(=O)c1ccccc1NC(=O)CN(Cc1ccccc1)S(C)(=O)=O the results were GlmU inhibition 12% and RmlCD inh 1536 5.
Cc1ccc(OCC(=O)N/N=C\c2ccc(C)o2)c(C)c1 was read as GlmU inhibition 1.6%.
For COc1ccc2cc(-c3cc(C(=O)O)c4ccccc4n3)ccc2c1 the results were GlmU inhibition 10%.
Screening COc1ccc(NS(=O)(=O)c2ccc(Br)s2)cc1OC returned GlmU inhibition -3.4% and RmlCD inh 1536 4.
Cc1cc(C)c(S(=O)(=O)N2CCN(c3ccc([N+](=O)[O-])c(NCC4CCCO4)c3)CC2)c(C)c1 (stereo not given) was read as GlmU inhibition 3.0%.
Screening Cc1ccc(-c2nc(N3CCOCC3)s[n+]2-c2ccccc2)cc1 returned GlmU inhibition 1.0%.
`Cc1ccc(S(=O)(=O)N2CCC(C(=O)N[C@@H](C)C(=O)NCc3ccco3)CC2)cc1` gave GlmU inhibition 1.8%.
`Cc1ccc(S(=O)(=O)Nc2ccccc2C(N)=O)cc1` gave GlmU inhibition 3.5%.
For c1ccc(CSc2ccc(-c3cccs3)nn2)nc1 the results were GlmU inhibition 8.2% and RmlCD inh 1536 4.
`CN(C)S(=O)(=O)c1cccc(NC(=O)c2ccc(N3CCOCC3)c([N+](=O)[O-])c2)c1` gave GlmU inhibition -5.2% and RmlCD inh 1536 6.
Nc1cc(=O)nc(SCC(=O)NC2CCCCC2)n1-c1ccccc1 was read as GlmU inhibition 2.0%.
Screening Cc1cc(OCC(=O)NCC(C)C)cc(C)c1Br returned GlmU inhibition 3.8%.
CN1CCN(C(=O)C2=C[C@@H](c3csc4ccccc34)C[C@@H](OCc3ccc(CO)cc3)O2)CC1 was read as GlmU inhibition -1.1%.
For COc1cc(C(CCN2CCCC2)c2c(OC)cc(OC)c3ccc(=O)oc23)cc(OC)c1OC (stereo not given) the results were GlmU inhibition 4.5% and RmlCD inh 1536 -10.
CC(C)(C)c1nnc2sc(SCC(=O)N3CCc4ccccc43)nn2c1=O was read as GlmU inhibition -3.2% and RmlCD inh 1536 -4.
For CC1=C(CCN2CCN(C3CCCC3)C(CCO)C2)C(C)(C)CCC1 (stereo not given) the results were GlmU inhibition 0.5% and RmlCD inh 1536 1.
O=C(c1ccccc1)c1ccc(OCC(=O)N2CCOCC2)cc1 was read as GlmU inhibition -0.1% and RmlCD inh 1536 -10.
Screening CCC(C)(C)n1nnnc1CN1CCC(n2c(C)nc3cc(C(F)(F)F)ccc32)CC1 returned GlmU inhibition 2.1% and RmlCD inh 1536 -4.
For CCc1ccc(C2NC(c3ccc(CC)cc3)C([N+](=O)[O-])C(C)(C)C2[N+](=O)[O-])cc1 (stereo not given) the results were GlmU inhibition 9.4% and RmlCD inh 1536 17.
`O=C(Nc1ccccc1)N1CCN2C(=O)c3ccccc3C12c1ccccc1` (stereo not given) gave GlmU inhibition -3.7% and RmlCD inh 1536 -5.
COc1cccc(C(=O)C2CCCN(Cc3cccn3-c3ccccn3)C2)c1 (stereo not given) was read as GlmU inhibition 0.8%.
COc1ccc2nc(N3CCC(C)CC3)c(C#N)cc2c1 was read as GlmU inhibition -3.0% and RmlCD inh 1536 inconclusive.
`Oc1ccc(-c2[nH]ncc2-c2cccc3cccnc23)c(O)c1` gave GlmU inhibition -2.6% and RmlCD inh 1536 52.
CCCCCCCC(=O)NNC(=O)CC(=O)Nc1ccccc1C(=O)O was read as GlmU inhibition 0.8% and RmlCD inh 1536 9.
C=CCSc1ncnc2c1oc1nc3c(cc12)COC(C)(C)C3 was read as GlmU inhibition 3.2%.
For N#Cc1ccc(OCc2nnc(SCC(=O)c3ccccc3)n2-c2ccccc2)cc1 the results were GlmU inhibition -4.3%.
Cc1ccc(NC(=O)Nc2ccccc2C#N)c(Cl)c1 was read as GlmU inhibition -4.7%.
CCCCn1nc(C)c(C(=O)O)c1Cl was read as GlmU inhibition 0.9%.
`Cc1onc(-c2c(F)cccc2Cl)c1C(=O)OCc1cnc(Cl)s1` gave GlmU inhibition -5.9% and RmlCD inh 1536 10.
`Cc1ccc(-c2csc3ncnc(Oc4cccc5ccc(C)nc45)c23)cc1` gave GlmU inhibition -4.0% and RmlCD inh 1536 -7.
CCOc1ccc(N2CC(=O)N/C2=N\c2nc(C)cc(C)n2)cc1 was read as GlmU inhibition 1.1% and RmlCD inh 1536 8.
COC(=O)c1cn(CC(=O)N2C(C)CCCC2C)c2ccccc12 (stereo not given) was read as GlmU inhibition 2.6%.
For O=C1CCCC2=C1C(c1ccc(Cl)cc1)N1C(=O)CCSC1=N2 (stereo not given) the results were GlmU inhibition 0.0%.
`COc1cc(NC(=O)CCNC(=O)Cn2cnc3ccccc3c2=O)cc(OC)c1OC` gave GlmU inhibition -5.5% and RmlCD inh 1536 4.
For COc1ccc(NCc2nnc(SCCN3CCCCC3)n2-c2ccc(C)cc2)cc1 the results were GlmU inhibition 2.3% and RmlCD inh 1536 6.
`CC1CCN(c2ccccc2NC(=O)c2ccc(N3CCOCC3)c([N+](=O)[O-])c2)CC1` gave GlmU inhibition -0.3% and RmlCD inh 1536 -5.
For CCN(CC)c1ccc(/C=N/N2CCN(Cc3ccccc3)CC2)cc1 the results were GlmU inhibition -9.8% and RmlCD inh 1536 7.
`COc1ccc(OC)c(S(=O)(=O)Nc2ccc(C)c(C)c2)c1` gave GlmU inhibition 3.0%.
Screening CC(C)N(Cc1ccccc1)C(=O)COC(=O)c1cnccn1 returned GlmU inhibition 1.0%.
Screening COc1ccc(S(=O)(=O)NCCSCc2ccco2)cc1Cl returned GlmU inhibition -1.3%.
For CCCN1CCc2c(sc(NC(=S)NC(=O)c3ccccc3)c2C#N)C1 the results were GlmU inhibition -19% and RmlCD inh 1536 4.
CCOc1ccc(S(=O)(=O)n2cc(F)c(=O)[nH]c2=O)cc1 was read as GlmU inhibition 6.3%.
Screening COc1ccccc1N1CCN(CC(=O)Nc2ccc(-n3cnnn3)cc2)CC1 returned GlmU inhibition -5.2% and RmlCD inh 1536 -14.
`Cc1n[nH]c(=S)c2nn(-c3ccccc3F)c(C)c12` gave RmlCD inh 1536 -9.
`CSc1nnc2c(n1)OC(c1ccccn1)N(C(C)=O)c1ccccc1-2` (stereo not given) gave GlmU inhibition 3.3%.
Screening Nc1nc(NCC2CCCO2)nc(Nc2cccc(Cl)c2)c1[N+](=O)[O-] (stereo not given) returned GlmU inhibition -0.5%.
For CCNS(=O)(=O)c1ccc(NC(=O)c2c(-c3ccccc3)noc2C)cc1 the results were GlmU inhibition -2.4% and RmlCD inh 1536 -1.
Screening O=C(NNC(=S)Nc1cccc(C(F)(F)F)c1)c1ccc(Cl)cc1Cl returned GlmU inhibition 1.4% and RmlCD inh 1536 10.
For COc1cc(/C=N\NC(=O)c2ccccc2F)ccc1Oc1ccc([N+](=O)[O-])cn1 the results were GlmU inhibition 1.8% and RmlCD inh 1536 -1.
Screening CCOc1cc(C(=O)NC(C)c2ccncc2)cc(OCC)c1OCC (stereo not given) returned GlmU inhibition 0.6%.
`COC(=O)c1sccc1NC(=O)c1ccc(OC)cc1` gave GlmU inhibition 3.4% and RmlCD inh 1536 19.
CC1CCCN(c2ccc([N+](=O)[O-])s2)C1 (stereo not given) was read as GlmU inhibition 3.7% and RmlCD inh 1536 -8.
Screening CC1(C)NC(C(=O)O)Cc2c1[nH]c1ccccc21 (stereo not given) returned GlmU inhibition -0.5% and RmlCD inh 1536 4.
`COc1cc(C(=O)Nc2ccccc2N2CCN(S(C)(=O)=O)CC2)cc(OC)c1OC` gave GlmU inhibition 0.2%.
For CCCCN(C(=O)c1cnc2n(c1=O)CCS2)c1ccccc1 the results were GlmU inhibition -2.6% and RmlCD inh 1536 -10.
For Cc1cccc(-c2c3c(=O)n(C)c(=O)n(C)c3cn2C(C)(C)C)c1 the results were GlmU inhibition 3.8% and RmlCD inh 1536 40.
For CC(C)COc1ccc(C/C(N)=N/n2cnnc2)cc1 the results were GlmU inhibition 0.0% and RmlCD inh 1536 3.
O=C(CCCCC(=O)N1CCOCCOCCOCC1)OCc1ccccc1 was read as GlmU inhibition 1.2% and RmlCD inh 1536 6.
O=C(NC1c2ccccc2-c2ccccc21)N1CCOCC1 was read as GlmU inhibition 2.2%.
CCc1nnc(NC(=O)Nc2ccc(OC)cc2)s1 was read as GlmU inhibition -0.3% and RmlCD inh 1536 4.
`Cc1csc(NC(=O)c2ccncc2)n1` gave GlmU inhibition -5.0% and RmlCD inh 1536 -5.
For O=c1cc(O)nc2n1CCCS2 the results were GlmU inhibition 0.7% and RmlCD inh 1536 42.
`NNC(=S)NCc1cccnc1` gave GlmU inhibition 8.0% and RmlCD inh 1536 5.
COc1ccc(C(=O)NCc2nnc(SCC(=O)N3CCCCC3)o2)cc1 was read as RmlCD inh 1536 28.
Screening COc1ccc(F)cc1S(=O)(=O)NC(Cc1ccccc1)C(N)=O (stereo not given) returned RmlCD inh 1536 9.
Screening CN(C)S(=O)(=O)c1ccc(NC(=O)c2ccncc2)cc1 returned GlmU inhibition -0.1% and RmlCD inh 1536 18.
`Cc1nn(-c2ccccc2)c2ncc(C(=O)c3cc(Cl)ccc3O)cc12` gave GlmU inhibition 0.6% and RmlCD inh 1536 -4.
`Cc1c(C(=O)Nc2cccc([N+](=O)[O-])c2)csc1-c1ccccc1` gave RmlCD inh 1536 0.
For Cc1ccc(Nc2nnc(SCc3nc4ccccc4c(=O)[nH]3)s2)cc1 the results were GlmU inhibition 2.3%.
